Screening data: PubChem BioAssay, Sanford-Burnham Center for Chemical Genomics
SENP8 block-1 = SENP8 protease inhibition; inhibition, % at 10 µM; Q96LD8; purified SENP8, Z-RLRGG-aminoluciferin cleavage, luminescence; 330,000 compounds, 1.2% hits; AID 2540; in the data active = inhibition above about 50%
Target sequence (Q96LD8 whole entry, looked up): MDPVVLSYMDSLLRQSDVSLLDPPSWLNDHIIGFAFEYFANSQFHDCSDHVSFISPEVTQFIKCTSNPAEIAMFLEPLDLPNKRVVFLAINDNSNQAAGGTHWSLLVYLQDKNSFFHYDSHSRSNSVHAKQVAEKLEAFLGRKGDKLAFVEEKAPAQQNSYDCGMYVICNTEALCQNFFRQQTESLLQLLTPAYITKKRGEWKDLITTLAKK
SENP6 inh = inhibitors of human SENP6 protease | Recombinant SENP6 catalytic domain, aminoluciferin luminescence | inhibition, % at 10 µM | 330,000 compounds, 1.8% hits | Q9GZR1;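 active = inhibition above about 50% at the single tested dose, limit read from the data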;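 note: plate controls were DMSO wells with enzyme for no effect and DMSO wells lacking enzyme for full effect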
A3G deaminase = APOBEC3G (human) deaminase inhibition | recombinant A3G, ssDNA deamination FAM/TAMRA fluorescence | inhibition, % at 20 µM | 330,000 compounds, 0.28% hits | AID 493012;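 active = inhibition of at least 40% at 20 µM, with no more than 30% in the related APOBEC3A deaminase screen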;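 note: plate controls were DMSO wells with A3G for no effect and wells lacking A3G enzyme for full effect; some compounds called inactive have numbers as strong as hits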
SENP1 inh = inhibitors of human SENP1 SUMO protease catalytic domain; Q9P0U3; recombinant SENP1 catalytic domain, CyPet-SUMO1-YPet FRET cleavage; inhibition, % at 10 µM; 360,000 compounds, 0.21% hits;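 active = inhibition at least 30% at 10 µM, raw YFP signal under a set limit, fluorescence ratio 0.5 to 1.5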;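 note: 0% = enzyme with DMSO and 100% = no enzyme wells; some results filed as inactive read as strong as hits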
Target sequence (Q9P0U3 419-644 limits assumed): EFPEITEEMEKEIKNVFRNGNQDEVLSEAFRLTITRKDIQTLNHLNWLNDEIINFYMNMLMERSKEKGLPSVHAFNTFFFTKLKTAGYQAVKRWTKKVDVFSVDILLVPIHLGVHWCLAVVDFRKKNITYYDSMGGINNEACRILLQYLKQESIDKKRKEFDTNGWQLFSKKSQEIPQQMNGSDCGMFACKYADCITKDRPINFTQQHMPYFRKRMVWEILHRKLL
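Test system: hSENP1 catalytic domain, recombinant; Amount: 20 pM final SENP1 enzyme; Medium: Tris pH 8 buffer plus EDTA, NaCl, BME, BSA, NP40, catalase; Schedule: 50 min enzyme reaction, room temperature, light-protected; Technique: FRET fluorescence in CFP and YFP emission channels; Controls: no-enzyme wells low, DMSO-plus-enzyme wells high control.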
Apaf1 inhib = inhibitors of human Apaf-1 apoptosome. O14727. reconstituted apoptosome caspase-3 activity, DEVD-Rh110 fluorescence. inhibition, % at 20 µM. 330,000 compounds, 0.71% hits. AID 489030; active = inhibition of at least 40% at 20 µM;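 note: plate controls were DMSO wells for no effect and DEVD-CHO caspase inhibitor wells for full effect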
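Material: reconstituted apoptosome with Apaf-1, cytochrome c, caspase-9, procaspase-3, dATP / Buffer or medium: pH 7.5 Hepes buffer with CHAPS, BSA, DTT / Also added: cytochrome c with DEVD-Rh110 / Schedule: compound with Apaf-1, dATP, procaspase-3 30 min, then 50 min reaction, room temperature / Technique: rhodamine 110 fluorescence at Ex 480/Em 540 nm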
UBC13 inh = inhibitors of human UBC13 polyubiquitin chain formation; P61088; TR-FRET; inhibition, % at 20 µM; 330,000 compounds, 0.47% hits; in the data active = inhibition above about 45%, passing the limit was not always enough; inconclusive = no clear call, values can overlap the other calls
Target sequence (P61088 whole entry, looked up): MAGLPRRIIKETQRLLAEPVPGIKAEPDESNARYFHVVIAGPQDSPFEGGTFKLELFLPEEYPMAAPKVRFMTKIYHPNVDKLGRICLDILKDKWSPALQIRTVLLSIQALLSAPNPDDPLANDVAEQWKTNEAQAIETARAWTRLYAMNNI
SENP8 block-2 = SENP8 (human) protease inhibition; Q96LD8; inhibition, % at 20 µM; recombinant SENP8, Nedd8 substrate fluorescence; AID 602440; 360,000 compounds, 0.64% hits; in the data active = inhibition mostly above about 40%, no sharp cut-off; inactive = mostly below about 27%
SENP7 block = blocks the human protease SENP7 | Q9BQF6 | recombinant SENP7, Z-RLRGG-aminoluciferin luminescence, 40 min | inhibition, % at 5 µM | 330,000 compounds, 1.5% hits | AID 434973;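 active = inhibition above about 50% at the single test dose, limit read from the data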;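 note: plate controls were DMSO with enzyme for no effect and no enzyme buffer wells for full effect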
Target sequence (Q9BQF6 706-1050 limits assumed): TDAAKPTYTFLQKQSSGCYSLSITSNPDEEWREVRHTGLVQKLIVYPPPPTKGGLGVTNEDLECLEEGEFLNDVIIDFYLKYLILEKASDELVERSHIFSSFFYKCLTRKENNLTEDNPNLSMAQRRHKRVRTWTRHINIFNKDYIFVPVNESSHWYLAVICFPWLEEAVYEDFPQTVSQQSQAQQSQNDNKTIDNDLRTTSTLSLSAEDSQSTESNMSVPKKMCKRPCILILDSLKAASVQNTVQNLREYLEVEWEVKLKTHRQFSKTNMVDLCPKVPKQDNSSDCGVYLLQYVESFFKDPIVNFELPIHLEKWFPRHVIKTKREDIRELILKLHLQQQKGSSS
* hit, by the source's call; ? = inconclusive; / = not tested or not shown.

The first 2 records as a preview:
SMILES	SENP8 block-1	SENP6 inh	A3G deaminase	SENP1 inh	Apaf1 inhib	UBC13 inh	SENP8 block-2	SENP7 block
O=C1CCc2cc(NS(=O)(=O)c3ccc(Cl)cc3)cc3c2N1CC3	-2	-19	-8	0	9	-3	8	-7
Cc1nc2ccc(S(=O)(=O)NCC(=O)NCCN3CCCCC3C)cc2s1 (stereo unspecified)	6	1	-2	-19	-7	5	17	3

This part in full, repeating the preview:
SMILES	SENP8 block-1	SENP6 inh	A3G deaminase	SENP1 inh	Apaf1 inhib	UBC13 inh	SENP8 block-2	SENP7 block
O=C1CCc2cc(NS(=O)(=O)c3ccc(Cl)cc3)cc3c2N1CC3	-2	-19	-8	0	9	-3	8	-7
Cc1nc2ccc(S(=O)(=O)NCC(=O)NCCN3CCCCC3C)cc2s1 (stereo unspecified)	6	1	-2	-19	-7	5	17	3
Cn1cc(CCC(=O)NC2CC2)c2ccccc21	4	4	-8	-1	2	0	6	-1
O=C(NC1CCCc2ccccc21)c1cccc(S(=O)(=O)N2CCN(c3ccccc3)CC2)c1 (stereo unspecified)	-3	-6	4	-1	9	2	14	7
CCc1ccc(/C=C2\Oc3c(ccc(O)c3CN3CCN(C)CC3)C2=O)cc1	-3	-13	-3	-36	-13	-12	-386	10
CSc1nc(-c2ccco2)nn1C(=O)c1ccc(C)cc1	-14	-16	-9	6	-1	6	20	-3
COc1ccc(C(CNC(=O)C(C)(C)Oc2ccc(Cl)cc2)N2CCCCC2)cc1 (stereo unspecified)	-1	-16	-5	-2	35	0	2	6
COc1cc(C(=O)OCc2cc3ccccc3[nH]c2=O)cc(OC)c1OC	-16	-21	-4	-2	3	0	-324	-3
CC(=O)Nc1cccc(OCC(=O)NS(=O)(=O)c2ccc(C)cc2)c1	-3	3	-3	1	-9	-2	16	5
Cc1ccc(Cn2c(=O)n(Cc3ccco3)c(=O)c3ccccc32)cc1	-11	-5	2	1	18	8	31	-5
CCn1cc(/C=N\NC(=O)c2ccccc2Cl)cn1	3	6	0	-1	8	-4	10	9
CN(C(=O)CCN1C(=O)c2ccccc2C1=O)c1ccccc1	3	1	-6	1	-8	2	16	-8
O=C(NCCN=C1NS(=O)(=O)c2ccccc21)c1ccco1	-1	4	-5	0	-20	3	6	5
COc1ccc(NC(=O)C(NC(=O)c2ccccc2)C(C)C)cc1 (stereo unspecified)	-15	-5	1	1	1	-21	11	-6
CC1CCc2nc3ccc(S(=O)(=O)N4CCC(C(=O)NC(C)c5ccccc5)CC4)cc3c(C(=O)O)c2C1 (stereo unspecified)	-9	9	-4	-9	5	-8	-13	4
NC(=O)c1c(NC(=S)Nc2ccc(F)cc2)sc2c1CCCC2	-20	-27	-6	-5	21	?	-20	-3
COc1ccccc1NS(=O)(=O)c1ccc(C)c(NC(=O)c2c(C)noc2C)c1	9	22	-6	1	-16	3	13	1
Cc1ccc(NC(=O)CSc2nnc(Cc3ccccc3)o2)c(C)c1	3	-1	-3	4	-7	10	10	-2
Cc1cc(NC(=O)c2cc(-c3cccc(Cl)c3)on2)no1	-2	-17	-2	2	-5	11	8	-2
CCOC(=O)/C=C/[C@H]1CCc2cccc(C)c2O1	5	0	-7	0	1	6	9	1
CCCNS(=O)(=O)c1ccc(N2CCCC2=O)c([N+](=O)[O-])c1	0	-7	-6	1	-7	10	20	-1
Cc1ccc(C(=O)NCc2ccncc2)cc1S(=O)(=O)N1CCCCC1	-4	0	-7	0	-12	2	0	0
O=C(Nc1ccc2c(c1)OCO2)N1CCN(C(=O)C2CCCO2)CC1 (stereo unspecified)	-2	-27	-1	1	-4	-1	12	-5
COc1ccc(C2(C(=O)NCc3ccco3)CCCC2)cc1OC	7	5	-4	0	-2	-2	26	-2
CCN1CCCC(NC(=O)c2scc3c2CCCC3)C1 (stereo unspecified)	-11	-14	5	-1	12	0	4	0
COC(=O)c1ccc(NC(=S)N2CCN(Cc3ccccc3Cl)CC2)cc1	-15	-16	-5	11	19	-14	1	-9
COc1ccccc1C(=O)NCCCNC(=O)c1cnccn1	1	-14	-13	0	-3	5	11	13
CCOC(=O)C1=C(c2ccccc2)OC(N)=C(C#N)C1c1ccco1 (stereo unspecified)	-2	3	-4	0	-19	-5	4	6
O=C(COC(=O)c1ccccc1Cl)Nc1nccs1	-12	-7	-2	3	-12	11	12	-2
CC1CCCCN1C(=O)CCC(=O)Nc1nnc(C(F)(F)F)s1 (stereo unspecified)	2	14	-4	0	0	4	19	1
COC(=O)c1c(C)nc(C)c(C(=O)OC)c1-c1ccc(OC)cc1	-5	-14	-5	-1	-7	3	14	0
Cc1nc(C)c(C(=O)Nc2ccc(C)c(F)c2)o1	-1	2	-3	-5	-9	-15	7	5
C=CCn1c(COc2ccccc2F)nnc1SCC(=O)Nc1cc(C)on1	-5	3	-3	0	-9	-10	23	2
Cc1cccn2c(=O)c(/C=N/O)c(NCc3ccccc3)nc12	2	-3	2	-32	6	13	-418	2
Cc1cc(C(=O)NCC(=O)OC(C)C(=O)N2CCOCC2)ccc1[N+](=O)[O-] (stereo unspecified)	-4	-5	3	2	2	-14	10	-8
COc1ccc(NC(=S)N(Cc2cccnc2)Cc2cc3cc(OC)c(OC)cc3[nH]c2=O)cc1	-7	-3	-1	1	1	1	-146	2
O=C(COC(=O)C1COc2ccccc2O1)Nc1cccc(S(=O)(=O)N2CCCCC2)c1 (stereo unspecified)	6	7	-10	3	-12	12	3	-2
COc1cc(S(=O)(=O)NCCN2CCOCC2)c(OC)cc1Cl	7	-8	-1	-1	4	-2	8	8
CCOC(=O)c1cnc2ccc(F)cc2c1Nc1ccc2c(c1)OCCO2	-1	3	-7	1	11	9	25	2
OC1(c2ccc(Cl)c(Cl)c2)C[n+]2ccccc2N1Cc1ccccc1 (stereo unspecified)	-1	-10	-5	-1	-13	36	-458	5
COc1ccccc1NC(=O)N(Cc1ccco1)Cc1cc2ccc(C)c(C)c2[nH]c1=O	-6	-10	-1	0	16	-12	-33	-1
COCCn1c(SCC(=O)NCCc2ccccc2)nnc1-c1ccco1	6	6	-5	0	-9	-7	2	4
OCC[C@@H]1C[C@@H](O)[C@H](O)[C@]2(CCCCO2)O1	-2	7	-10	0	-2	2	13	9
OC(c1ccc(OCc2ccccc2)cc1)c1nnc(-c2ccccc2)o1 (stereo unspecified)	29	50*	-2	2	17	6	14	13
COc1cccc(CN(C(=O)COc2ccc(Cl)cc2)C2CCS(=O)(=O)C2)c1 (stereo unspecified)	9	-4	1	1	13	-2	11	1
CCCCN1C(=O)C(=O)N(CC(=O)c2ccc[nH]2)C1=O	-4	-8	-9	-2	11	-8	5	-10
CCOC(=O)c1c(NC(=O)COc2ccccc2F)sc2c1CC(C)(C)NC2(C)C	13	0	-2	-2	22	34	21	-7
CC(=O)c1ccc(OCCCC(=O)Nc2ccc(C)c(S(=O)(=O)N3CCCCC3)c2)cc1	5	3	-4	3	24	-2	0	5

As a working copy, 3 of the compounds above:
SMILES	SENP8 block-1	SENP6 inh	A3G deaminase	SENP1 inh	Apaf1 inhib	UBC13 inh	SENP8 block-2	SENP7 block
COc1cccc(CN(C(=O)COc2ccc(Cl)cc2)C2CCS(=O)(=O)C2)c1 (stereo unspecified)	9	-4	1	1	13	-2	11	1
CCCCN1C(=O)C(=O)N(CC(=O)c2ccc[nH]2)C1=O	-4	-8	-9	-2	11	-8	5	-10
CCOC(=O)c1c(NC(=O)COc2ccccc2F)sc2c1CC(C)(C)NC2(C)C	13	0	-2	-2	22	34	21	-7

(next part)
SMILES	SENP8 block-1	SENP6 inh	A3G deaminase	SENP1 inh	Apaf1 inhib	UBC13 inh	SENP8 block-2	SENP7 block
Cc1ccccc1NC(=O)c1cccc(S(=O)(=O)Oc2ccc([N+](=O)[O-])cc2)c1	9	-8	3	3	-7	-10	6	97*
O=C(NCCCN1CCOCC1)C(=O)N/N=C/c1ccccc1	-2	-20	-2	1	-5	5	0	-1
Cc1nc2ccccc2c(=O)n1NC(=O)/C=C/c1ccccc1Cl	8	5	-4	2	-9	8	26	-1
CC(=NCc1ccco1)c1c(O)n(C2CCCCC2)c(=O)[nH]c1=O	2	-6	-12	-4	11	1	3	1
COc1ccc(C)cc1N1CC(C(=O)Nc2ccccc2C(=O)NC2CC2)CC1=O (stereo unspecified)	-3	4	-4	0	-1	5	-4	9
Cc1csc(Nc2nc(N)c(C(=O)Nc3ccccc3)o2)n1	-2	18	-8	0	2	2	11	-4
COC(=O)CC(=O)CSc1nc(C)cc(C)c1C#N	-5	-22	-2	-64	12	-18	-185	-3
Cc1ccc2nc(SCC(=O)NCc3ccccc3Cl)nc(=O)n2c1	-4	-1	-8	3	-4	-3	-274	-7
O=[N+]([O-])c1ccc(O)c(/C=N/Nc2nc3ccccc3[nH]2)c1	23	30	-5	12	-7	-87	34	-8
Cc1ccc2c(c1)c(C)c(C)n2CC(O)CN1CCOCC1 (stereo unspecified)	5	4	-2	-3	12	0	-29	4
CCOC(=O)CN(C(=O)CSc1nnc(CNc2ccc(F)cc2)n1CC)c1ccc(F)cc1	-6	-18	-7	1	4	-9	5	-10
Cc1nn(Cc2ccc([N+](=O)[O-])cc2)c(=O)n1-c1ccccc1Cl	2	-4	0	3	0	3	4	4
Cc1onc(C(=O)NN)c1-c1csc(COc2ccc(Cl)cc2)n1	-10	-19	-11	3	-3	-4	10	-10
O=C(Nc1ccc(Cl)cc1)C1CCCC1	-8	0	8	0	-8	-5	5	-8
CC(NC(=O)c1ccco1)c1nc(-c2ccccc2Cl)no1 (stereo unspecified)	0	12	-2	2	6	-1	18	4
O=C(CC(c1ccco1)S(=O)(=O)c1ccccc1)c1ccccc1 (stereo unspecified)	-8	-23	-7	-1	4	-3	8	-29
FC(F)(F)c1ccc(-n2cnc3ccccc32)nc1	-3	1	-9	-6	7	-2	6	3
O=C(Nc1nc(-c2ccncc2)cs1)C1c2ccccc2Oc2ccccc21	-9	-9	-7	-20	18	-24	1	-6
CCCc1cc(=O)oc2c(C)c(OC(C)C(=O)NCC(O)c3ccccc3)ccc12 (stereo unspecified)	-14	-12	-10	0	-7	7	-60	-8
COc1cc(Cl)ccc1OCc1cc(C(=O)N2CCN(c3ccccn3)CC2)no1	-6	0	-3	2	21	3	10	-5
O=C(NCc1ccc(Cl)cc1)C1CCN(c2cnccn2)CC1	6	-3	-8	5	-7	8	-396	3
COc1ccc(CN(CC(O)COCc2ccccc2)S(=O)(=O)c2ccccc2Br)cc1 (stereo unspecified)	/	/	1	-2	26	/	15	-4
O=C(NCCc1cccc(Cl)c1)c1cccc(-n2cnnn2)c1	-3	3	-10	1	-4	8	0	0
CN1CCCC(n2nc(Cc3ccc(Cl)cc3)c3ccccc3c2=O)CC1 (stereo unspecified)	5	-2	-8	-1	4	27	8	-3
Cc1ccccc1NC(=S)N(Cc1ccco1)C(C)c1ccccn1 (stereo unspecified)	1	18	-4	0	-14	0	3	-5
OC(COCc1ccc2c(c1)OCO2)CN1CCCCC1 (stereo unspecified)	9	-3	-1	-2	-7	-5	-4	0
O=C(c1ccccc1-c1ccccc1)N1CCCCC1	0	-20	-4	1	-1	-7	9	10
O=C(CSc1ccccn1)Nc1ccc(N2CCOCC2)cc1	5	3	-8	0	-11	3	9	6
CCc1ccc(NC(=O)Nc2cnccn2)cc1	-5	-2	-1	0	14	-1	-2	-7
